# VHR inh abs: DUSP3 (human) phosphatase inhibition | recombinant VHR phosphatase, pNPP absorbance | inhibition, % at 13.3 µM | hit rate 0.52% among 290,000 | AID 1654; in the data active = inhibition above about 50%; note: some compounds called inactive have numbers as strong as hits
# Target sequence (P51452 whole entry, looked up): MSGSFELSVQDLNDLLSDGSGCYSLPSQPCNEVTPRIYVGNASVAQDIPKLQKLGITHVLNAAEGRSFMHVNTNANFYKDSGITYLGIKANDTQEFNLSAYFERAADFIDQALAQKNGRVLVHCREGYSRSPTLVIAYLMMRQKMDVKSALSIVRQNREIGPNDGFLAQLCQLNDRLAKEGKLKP
# BoNT-A LC inh2: inhibitors of Botulinum neurotoxin A light chain protease; multiplex microsphere protease substrate cleavage, flow cytometry; inhibition, % at 10 µM; hit rate 0.17% among 360,000; note: plate controls were buffer without enzyme for full effect and enzyme alone for no effect
# SARS 3CLpro inh: SARS-CoV 3CLpro protease inhibition | AID 1706 | inhibition, % at 6 µM | recombinant SARS-CoV 3CLpro, quenched FRET peptide cleavage | hit rate 0.14% among 290,000 | P0C6X7; in the data active = inhibition above about 12%
# Rv3671c protease: Rv3671c (M. tuberculosis) protease inhibition. inhibition, % at 5.96 µM. hit rate 0.048% among 320,000. AID 2606; in the data active = inhibition above about 38%;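 note: extracellular domain of Rv3671c used as enzyme; 0% = enzyme with DMSO and 100% = no enzyme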
# BoNT-F LC inh: BoNT F light chain protease inhibition; Multiplex microsphere protease cleavage assay, flow cytometry; inhibition, % at 10 µM; hit rate 0.22% among 360,000; AID 588497; in the data active = inhibition above about 35%, passing the limit was not always enough; inconclusive = no clear call, values can overlap the other calls; note: plate controls were buffer without enzyme for full effect and enzyme alone for no effect
# MazF activator: activators of E. coli MazEF toxin-antitoxin RNase; FAM/BHQ RNA-DNA oligo cleavage fluorescence, 5 h; activation, % at 20 µM; hit rate 0.32% among 350,000; AID 504720; in the data active = activation above about 50%
# Target sequence (P0AE70 whole entry, looked up): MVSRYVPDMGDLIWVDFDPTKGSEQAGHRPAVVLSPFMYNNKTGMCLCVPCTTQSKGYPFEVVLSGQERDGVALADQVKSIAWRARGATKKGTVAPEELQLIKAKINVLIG
# Anthrax LF prot: anthrax lethal factor protease inhibition; AID 588501; P15917; hit rate 0.12% among 360,000; multiplex microsphere protease cleavage assay, LF; inhibition, % at 10 µM; note: plate controls were buffer without enzyme for full effect and enzyme alone for no effect
# Target sequence (P15917 whole entry, looked up): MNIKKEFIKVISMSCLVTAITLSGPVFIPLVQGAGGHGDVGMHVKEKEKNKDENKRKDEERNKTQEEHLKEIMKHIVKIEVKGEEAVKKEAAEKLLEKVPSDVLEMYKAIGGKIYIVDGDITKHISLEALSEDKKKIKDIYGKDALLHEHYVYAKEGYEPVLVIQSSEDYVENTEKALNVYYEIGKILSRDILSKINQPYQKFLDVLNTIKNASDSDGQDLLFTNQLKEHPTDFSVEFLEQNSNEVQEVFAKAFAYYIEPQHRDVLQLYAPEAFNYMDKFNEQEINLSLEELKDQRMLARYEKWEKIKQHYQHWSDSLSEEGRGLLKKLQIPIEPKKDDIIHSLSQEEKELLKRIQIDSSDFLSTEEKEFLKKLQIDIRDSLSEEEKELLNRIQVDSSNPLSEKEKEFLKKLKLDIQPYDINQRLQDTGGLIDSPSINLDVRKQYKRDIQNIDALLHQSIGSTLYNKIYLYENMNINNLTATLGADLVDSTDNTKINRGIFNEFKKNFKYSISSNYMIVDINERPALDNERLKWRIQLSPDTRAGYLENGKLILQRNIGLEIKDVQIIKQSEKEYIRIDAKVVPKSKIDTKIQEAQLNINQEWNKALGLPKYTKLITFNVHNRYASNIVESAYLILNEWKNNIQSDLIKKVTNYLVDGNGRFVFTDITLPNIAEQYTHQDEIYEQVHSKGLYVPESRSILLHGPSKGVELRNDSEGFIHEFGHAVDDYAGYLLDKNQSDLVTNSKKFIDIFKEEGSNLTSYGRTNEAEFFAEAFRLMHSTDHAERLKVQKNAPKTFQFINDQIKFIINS
# PrPC surface inh: cell surface PrPC inhibition, primary TR-FRET screen. hit rate 0.43% among 370,000. inhibition, % at 13.8 µM. TR-FRET read-out; in the data active = inhibition above about 24%; note: 0% = median of the test wells and 100% = reference compound wells
# CCHF vOTU inh: blocks the CCHF virus ovarian tumor domain protease | CCHFV vOTU protease, Pep-AMC fluorescence | inhibition, % at 11.5 µM | hit rate 0.55% among 370,000 | AID 651958; in the data active = inhibition above about 30%; note: 0% = vehicle wells with enzyme and 100% = no enzyme wells
# SSB-PriA inh: inhibitors of Klebsiella pneumoniae PriA binding to SSB C-terminal tail. AlphaScreen SSBct-PriA binding, biotinylated peptide. inhibition, % at 33 µM. hit rate 0.6% among 430,000. AID 1272365; in the data active = inhibition mostly above about 37%, no sharp cut-off; inactive = mostly below about 20%;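 note: plate controls were negative control peptide for no effect and reference peptide for full effect; strong numbers were not always called active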
# * = called active by the depositor; u = inconclusive; x = not tested or not shown; & = joins results of further samples. Cut-off read from the data, not from the text of the source, unless noted: active = inhibition above about 30%; inconclusive = no clear call, values can overlap the other calls; inactive = below that.
# Every second line gives: Anthrax LF prot	VHR inh abs	SSB-PriA inh	MazF activator	Rv3671c protease	CCHF vOTU inh	PrPC surface inh	SARS 3CLpro inh	BoNT-A LC inh2	BoNT-F LC inh
(1) O=C(NCC1CCCO1)c1sc2cc(Cl)ccc2c1Cl (centres undefined)
  -1	-18	-1	2	-8	-16	-6	-2	-0.6	-4
(2) CC(=O)n1cc(N(C(=O)CCl)c2ccc([N+](=O)[O-])cc2)c2ccccc21
  x	-4	14	4	10	2	-32	14*	x	x
(3) COc1ccc(Br)cc1CNC(=O)C1CCCN(S(=O)(=O)N2CCC(C)CC2)C1 (centres undefined)
  -1	x	x	6	x	18	16	x	-0.6	3
(4) O=C(C1CCCCC1)N1CCCn2c1nc1ccccc12
  5	-20	-14	3	-10	8	4	4	-0.3	0
(5) CCOC(=O)c1ccc(NC(=O)C2C3CCC(C3)C2C(=O)O)cc1 (centres undefined)
  4	10	-9	-8	-3	2	18	6	0.7	-5
(6) CCCCOc1ccc(C(=O)NCC(=O)NCC(c2ccc(OC)cc2)N2CCOCC2)cc1 (centres undefined)
  5	x	-4	3	-5	-7	-9	x	4.3	3
(7) O=C(COc1ccc(Br)cc1)N(Cc1ccco1)C1CCS(=O)(=O)C1 (centres undefined)
  -2	6	7	3	4	-9	4	2	-0.5	-2
(8) COc1cc(NC(=O)COC(=O)c2[nH]c(C)c(C(C)=O)c2C)cc(OC)c1
  -8	x	-9	6	-9	-5	8	x	0.5	-1
(9) O=C(CSc1nnc(-c2ccc(S(=O)(=O)N3CCCC3)cc2)o1)NCc1ccco1
  1	4	-3	-2	-3	5	-4	1	1.6	3
(10) O=C(N/N=C/c1c(O)n(C2CCCCC2)c(=S)[nH]c1=O)c1ccccc1
  1	-42	x	-14	2	-8	2	2	0.9	5
(11) O=C1CCC([N+](=O)[O-])C(c2cccc(Cl)c2Cl)N1 (centres undefined)
  1	6	-12	12	-2	11	-8	-1	0.1	-13
(12) CCN1C(=O)C(CC(=O)Nc2ccccc2)S/C1=N\c1ccccn1 (centres undefined)
  -7	37	x	3	2	0	0	4	-0.8	-3
(13) Cc1cc(NS(=O)(=O)c2ccc(NC(=O)c3ccco3)cc2)no1
  0	26	-14	-2	-3	2	0	-5	0.0	0
(14) CCCCN(C(=O)CSc1nncn1-c1ccccc1)c1c(N)n(Cc2ccccc2)c(=O)[nH]c1=O
  -1	-5	4	-1	-8	-7	2	-1	-0.1	-1
(15) N#Cc1ccc(/C=N/NC(=O)c2cccc(S(=O)(=O)N3CCOCC3)c2)cc1
  -1	0	x	2	-11	1	1	3	-1.4	-12
(16) CC1Cc2ccccc2N1C(=O)CSc1nnnn1-c1ccc2c(c1)OCCO2 (centres undefined)
  -3	-9	-5	-5	-4	-2	5	-6	0.9	2
(17) Cc1ccc(C2=NOC(C)(c3nnc(-c4ccc(F)cc4)o3)C2)cc1 (centres undefined)
  1	22	-14	-1	-10	-5	0	x	0.3	5
(18) O=C(O)c1ccccc1-c1ccccc1C(=O)Nc1ccc2c(c1)C(=O)c1ccccc1-2
  -4	x	1	-9	x	-5	-2	x	0.0	5
(19) CC1(C)CC(=O)C(CC(=O)NC2CCCc3ccccc32)C(=O)C1 (centres undefined)
  1	24	-12	3	-7	8	4	-3	-0.6	-1
(20) N#Cc1nc(Cc2ccccc2)oc1NCCCn1ccnc1
  0	12	7	1	7	21	-1	2	0.9	3
(21) Cc1cc(-c2ccccc2)nc(N(C)N)c1S(C)(=O)=O
  -7	30	-12	3	-1	-4	11	1	-1.3	8
(22) Cc1nc(-c2ccc(NC(=O)c3ccccc3)cc2)cs1
  2	15	0	5	-3	-13	1	0	-0.1	5
(23) CC1CCN(C(=O)CNC(=O)c2ccc(Br)o2)CC1
  -7	x	-6	-1	9	-2	2	x	-0.6	2
(24) C/C(CC(=O)Nc1cc(C)ccn1)=N\NC(=O)c1cccc(C)c1O
  -2	-23	x	-5	9	15	-3	2	0.1	8
(25) COc1ccc(OC)c(C2(O)CSC(=Nc3cccnc3)N2Cc2ccco2)c1 (centres undefined)
  0	21	5	3	6	23	9	3	0.5	-1
(26) CC(=O)Nc1ccc(S(=O)(=O)N(C)Cc2ccccc2)cc1
  0	10	-4	-1	3	-3	4	1	0.0	-4
(27) Cc1ccc(C)c(S(=O)(=O)NCc2ccc(C(=O)N3CCC(Cc4ccccc4)CC3)cc2)c1
  0	28	-4&-10	-8	-9	12	2	0	-0.7	-5
(28) O=C(COc1ccc(-c2ccccc2)cc1)N/N=C/c1ccccc1Br
  5	14	x	0	-90	-7	0	4	2.3	29
(29) C[C@H]1CC[C@@]2(C)[C@@H](CC[C@@H]3[C@@H]2CC[C@]2(C)[C@@H](O)CC[C@@H]32)C1
  -2	7	-12	2	-7	-7	-6	0	-0.9	-10
(30) Nc1cccc(N=[N+]([O-])c2cccc(N)c2)c1
  -2	x	10	1	x	-6	-3	x	-0.1	-18
(31) CN(C)/C=C/C(=O)c1ccc(OCCN(C)c2ccccn2)cc1
  0	x	-1	6	-15	2	3	-2	4.7	-10
(32) O=C(Nc1nnc(C2CC2)s1)c1cccnc1Oc1ccc(Cl)cc1
  -6	1	-6	3	4	6	0	-2	-0.5	-5
(33) COC(=O)c1cc(S(=O)(=O)NCC2CCN(Cc3cccc(Cl)c3)CC2)c[nH]1
  -1	-1	-4	9	0	10	-12	-1	-1.4	-2
(34) Cc1ccccc1NS(=O)(=O)c1ccc(C(=O)NCCCN2CCCC2=O)cc1
  2	x	-15	8	2	-6	1	x	2.5	3
(35) O=c1[nH]c(CSc2nnc3ccccn23)nc2ccccc12
  -1	10	-11	9	-8	-4	3	6	0.2	-2
(36) COc1cc2c(cc1NC(=S)NC(=O)/C=C/c1ccco1)oc1ccccc12
  -2	0	-5	-11	-10	2	8	0	0.2	-2
(37) COc1ccc(-n2c(COc3ccccc3)n[nH]c2=S)cc1
  12	22	-2	2	-1	7	-1	1	-1.4	u
(38) CC(=O)Nc1cccc(/C(C)=N/NC(=O)c2ccc(O)cc2)c1
  -7	24	x	9	-4	-3	8	3	-1.2	-1
(39) CC(C)c1nc2cc(C(=O)NC(c3cccnc3)C(F)(F)F)ccc2o1 (centres undefined)
  2	-9	1	4	-3	-6	-1	4	0.5	-1
(40) CCN(CC(=O)NC)S(=O)(=O)c1ccc(C)cc1
  2	-5	-11	13	-7	-7	2	-1	-0.1	-20
(41) Cc1cccc(NC(=O)CCC(=O)OCc2ccc(Br)cc2)c1
  -1	4	-14	-2	6	-2	-6	8	0.4	-1
(42) N#C/C(=C\c1cn(Cc2ccccc2C#N)c2ccccc12)C(=O)NCc1cccs1
  x	-8	x	x	-7	3	4	3	x	x
(43) Cn1cnnc1SCc1ccc(C(=O)O)cc1
  0	15	-1	4	1	11	2	-1	0.7	-17
(44) Cc1cc(S(=O)(=O)Nc2ccc(N(C)C)cc2)c(C)s1
  -2	2	25	-4	3	0	17	1	0.0	-6
(45) COCCCNC(=O)Cc1c(C)c2cc3c(cc2oc1=O)OC(C)(C)CC3
  3	x	-7	-5	2	-213	1	-7	0.1	0
(46) N#Cc1cc(-c2ccc(Cl)cc2)cnc1Sc1ccc(F)cc1
  -3	19	-1	15	4	0	6	-7	-1.1	-7
(47) O=C(COC(=O)c1ccccc1O)Nc1cc([N+](=O)[O-])ccc1Cl
  1	12	-9	-6	-5	-12	-2	5	-1.1	-7
(48) Cc1cccc(C(=O)NC2CCN(S(=O)(=O)c3cccc(F)c3)CC2)c1
  -5	x	-7	2	x	-13	4	x	2.4	9
(49) CS(=O)(=O)N(CC(=O)NC1CCCC1)c1cccc(F)c1
  4	-2	-8	15	-1	-10	-5	-8	2.4	5
(50) COc1ccc(C(=O)N[C@H](C(=O)NCCCn2nc(C)cc2C)C(C)C)cc1
  -5	x	-7	0	3	-2	-7	x	-1.4	2

# Going on with the list:
# Every second line gives: Anthrax LF prot	VHR inh abs	SSB-PriA inh	MazF activator	Rv3671c protease	CCHF vOTU inh	PrPC surface inh	SARS 3CLpro inh	BoNT-A LC inh2	BoNT-F LC inh
(51) O=c1c2c(nc3cc(-c4ccccc4)[nH]n13)CCC2
  -4	5	2	4	1	-3	2	-1	-0.2	-18
(52) COc1cccc(-n2c(C)nc3ccccc3c2=O)c1
  2	-16	2	-3	-9	1	-6	4	-0.4	5
(53) Cn1c(N)c(Sc2ccccc2[N+](=O)[O-])c(=O)n(C)c1=O
  0	46	-3	1	-1	11	-20	4	-3.5	-19
(54) Cc1ccc(OCCCC(=O)Nc2nccs2)cc1
  0	14	-7	-2	-3	0	3	-4	0.4	-1
(55) CCOC(=O)N1CCC(=NNc2nc(C)cc(=O)[nH]2)CC1
  -8	8	-4	-8	0	-9	-10	1	0.7	-9
(56) O=C(O)C/C=C(\NC(=O)OCc1ccccc1)C(=O)OCc1ccccc1
  -2	16	-14&-14	-3	-9	-1	-2	3	0.0	0
(57) CNC(=O)CSc1nc(SC)ns1
  2	12	2	2	4	-2	4	1	0.6	3
(58) COc1c(C)c2c(c(O)c1C/C=C(\C)CCC(=O)O)C(=O)OC2
  0	x	-4	7	2	-7	22	x	-0.8	-12
(59) CCOc1ccc(NC(=O)N2CCC(NC(=O)C(Cc3cccc(F)c3)NC(C)=O)CC2)cc1 (centres undefined)
  4	-11	1	6	-3	9	0	-4	-2.2	-18
(60) CCOc1ccc(N(Cc2cc3cc(OC)ccc3[nH]c2=O)S(C)(=O)=O)cc1
  -13	27	-6	1	0	-8	-6	0	0.3	4
(61) CC1(C)NC(=S)C(C)(C)N1N=O
  -9	x	-7	8	x	0	5	x	0.6	-4
(62) CC(C)C(NC(=O)c1ccccc1)C(=O)OCC(=O)N1CCN(c2ccccc2)CC1 (centres undefined)
  4	x	4	0	5	-1	-1	x	1.9	0
(63) C=CCN(CC=C)Cc1cc(=O)oc2cc(OC)c(Cl)cc12
  7	x	x	x	x	9	9	x	-0.2	-8
(64) COC(=O)c1ccccc1NC(=O)CSc1nnc(-c2cccnc2)n1C
  2	22	-7	3	4	8	6	6	-0.1	u
(65) CC1CCC(C(=O)c2c(O)c3ccccc3oc2=O)CC1 (centres undefined)
  -1	27	-4	-7	-5	-6	-1	2	-0.3	4
(66) O=C(COc1ccc(Cl)cc1)N1CCN(C/C=C/c2ccccc2)CC1
  -3	-8	-8	12	0	8	-2	-3	-0.5	9
(67) CCOC(=O)C1(Cc2ccccc2)CCCN(C2CCCC2)C1 (centres undefined)
  -13	15	-17	-4	-6	-2	-6	1	-1.0	-2
(68) COc1ccc(NC(=O)CN(C)CC(=O)NC2CCCCC2C)cc1 (centres undefined)
  -3	x	0	1	5	-3	6	x	0.3	4
(69) COc1ccc(N2CCN(C(=O)CN(c3ccccc3)S(=O)(=O)c3ccc(OC)cc3)CC2)cc1
  -18	-6	22	-12	2	-2	4	-3	-1.3	-19
(70) Cc1ccc(C)c(S(=O)(=O)N2CCCCC2CCNC(=O)C(=O)NCc2cccnc2)c1 (centres undefined)
  1	x	-14	-7	-5	-2	-1	x	3.2	2
(71) COc1cc(NC(=O)C2CC(c3ccccc3O)=NO2)c(OC)cc1Cl (centres undefined)
  -1	-32	-13	3	2	-15	-3	11	0.9	2
(72) CCN(CC)C(=O)c1ccc(Oc2ccc([N+](=O)[O-])cc2Cl)cc1
  -3	23	0	2	-2	6	-26	-1	0.1	-4
(73) Clc1ccc(-n2ncc3c(NCc4ccc5c(c4)OCO5)ncnc32)cc1
  0	33	-11	45	4	18	6	-1	0.1	-5

# Shown screen by screen: entries from further up
(62) CC(C)C(NC(=O)c1ccccc1)C(=O)OCC(=O)N1CCN(c2ccccc2)CC1 (centres undefined)
(63) C=CCN(CC=C)Cc1cc(=O)oc2cc(OC)c(Cl)cc12
(64) COC(=O)c1ccccc1NC(=O)CSc1nnc(-c2cccnc2)n1C
(65) CC1CCC(C(=O)c2c(O)c3ccccc3oc2=O)CC1 (centres undefined)
compound no.	62	63	64	65
Anthrax LF prot	4	7	2	-1
VHR inh abs	x	x	22	27
SSB-PriA inh	4	x	-7	-4
MazF activator	0	x	3	-7
Rv3671c protease	5	x	4	-5
CCHF vOTU inh	-1	9	8	-6
PrPC surface inh	-1	9	6	-1
SARS 3CLpro inh	x	x	6	2
BoNT-A LC inh2	1.9	-0.2	-0.1	-0.3
BoNT-F LC inh	0	-8	u	4

# Compound activity as filed in PubChem BioAssay.

# An excerpt (hit frequency here may not be typical).
